All columns: NCI-60 one-dose screen, growth in % after 48 h at 10 µM unless noted; 100 = growth as untreated, 0 = no growth, -100 = all killed.
HOP-62 = HOP-62 NSCLC; 80,000 tested, 3.9% active
SK-MEL-28 = SK-MEL-28 melanoma | 81,000 tested, 4.1% active
M14 = M14 melanoma. 80,000 tested, 6.2% active. AID 1794745
SK-MEL-5 = SK-MEL-5 melanoma; 80,000 tested, 6.4% active; AID 1794755
EKVX = EKVX NSCLC; 71,000 tested, 3% active; AID 1794765
HOP-92 = HOP-92 NSCLC cells. AID 1794738. 71,000 tested, 6.3% active
SK-MEL-2 = SK-MEL-2 melanoma. 77,000 tested, 4.7% active
A549/ATCC = A549/ATCC NSCLC; 81,000 tested, 3.7% active
An asterisk follows results filed as active; / = not tested or not shown; & = joins results of further samples; [ ] = another dose, or the depositor's remark. Rule for the calls: active = growth percent below 10; inactive = the rest.

Order of results: SK-MEL-28	M14	HOP-92	SK-MEL-2	SK-MEL-5	A549/ATCC	EKVX	HOP-62
N#C/C(=C/N1C(=O)/C(=C/c2ccc([N+](=O)[O-])cc2)SC1=S)c1nc2ccccc2s1
  105	95	67	94	64	91	82	82
CC(C)CCNC(=O)Cn1cccc(NC(=O)OCc2ccccc2)c1=O
  99	116	92	112	96	96	101	94
COc1ccc(C(=O)/C=C/Nc2ccc(S(N)(=O)=O)cc2)cc1
  109	109	112	114	101	108	106	111
O=C1Nc2ccccc2C12CC(c1ccc(Cl)cc1)=NN2 (stereo unspecified)
  98	99	74	/	92	82	/	104
c1cnc(NCc2nnc(-c3cccs3)o2)nc1
  108	98	110	96	99	101	/	99
COc1cc2cncc(Cc3ccccc3)c2cc1O
  120	104	93	112	103	93	108	98
COc1cc(/C=N/NC(=O)c2ccc(-n3cc(-c4ccccc4)nn3)cc2)cc(OC)c1OC
  53	27	87	98	57	81	91	72
Cc1cc(C)c(CCc2cc(C)c(C)cc2C)cc1C
  108	111	/	109	103	100	102	117
O=C(Nc1cccc(-n2ccc3c(NC(=O)c4ccccc4)nccc32)c1)Nc1ccc(Cl)c(C(F)(F)F)c1
  44	3.0*	2.9*	-5.9*	-35*	9.6*	33	33
O=C(C1CCCCC1)[C@@H]1[C@]2(C(=O)NC3CCCCC32)[C@@H]2CCCN2[C@@]12C(=O)NC1CCC(Cl)CC12 (stereo partly specified)
  -83*[100 µM]	-83*[100 µM]	-90*[100 µM]	-79*[100 µM]	-97*[100 µM]	-83*[100 µM]	-90*[100 µM]	-73*[100 µM]
O=C(NNS(=O)(=O)c1ccccc1)c1cccnc1
  79	86	85	112	97	93	85	90
COc1ccc(CNC(=O)c2c(C)n([O-])c3cc(Cl)c(Cl)cc3[n+]2=O)cc1
  104	103	/	91	98	/	105	97
N#CCCN(Cc1cccnc1)CN1C(=O)c2ccccc2C1=O
  98	123	/	111	98	96	107	99
CCCN1[C@@H]2CC[C@H]1/C(=C\c1cc(OC)ccc1OC)C(=O)/C2=C/c1cc(OC)ccc1OC
  93	83	66	66	74	75	71	122
C[C@H]1[C@H](C)CC[C@]2(C(=O)N3CCN(C)CC3)CC[C@]3(C)C(=CC[C@@H]4[C@@]5(C)C/C(=C/c6ccco6)C(=O)C(C)(C)[C@@H]5CC[C@]43C)[C@H]12
  35[100 µM]	49[100 µM]	57[100 µM]	42[100 µM]	-47*[100 µM]	25[100 µM]	42[100 µM]	36[100 µM]
COC(=O)[C@H](Cc1ccc(O)cc1)NC(=O)[C@H](Cc1ccccc1)NCc1cccc(O)c1
  106	104	98	104	101	87	112	100
CCSC(SCC)C(O)C(O)C(O)CO (stereo unspecified)
  105	101	49	137	102	100	/	101
c1ccc(CSc2ncccc2-c2nnc(NCCN3CCOCC3)s2)cc1
  102	97	/	94	97	85	93	62
COc1cc(/C=C/C(=O)/C=C(O)/C=C/c2ccc(OC(=O)C34CC5CC(CC(C5)C3)C4)c(OC)c2)ccc1OC(=O)C12CC3CC(CC(C3)C1)C2
  100	102	110	101	105	103	101	99
COc1ccc(OC)c(-n2cc(C#N)c(N)c2C(=O)c2ccc(Cl)cc2Cl)c1
  59	24	92	-27*	54	52	43	49

2 entries from above, in markdown:
| Structure | SK-MEL-28 | M14 | HOP-92 | SK-MEL-2 | SK-MEL-5 | A549/ATCC | EKVX | HOP-62 |
| --- | --- | --- | --- | --- | --- | --- | --- | --- |
| COc1cc(/C=C/C(=O)/C=C(O)/C=C/c2ccc(OC(=O)C34CC5CC(CC(C5)C3)C4)c(OC)c2)ccc1OC(=O)C12CC3CC(CC(C3)C1)C2 | 100 | 102 | 110 | 101 | 105 | 103 | 101 | 99 |
| COc1ccc(CNC(=O)c2c(C)n([O-])c3cc(Cl)c(Cl)cc3[n+]2=O)cc1 | 104 | 103 | / | 91 | 98 | / | 105 | 97 |

Next part.
Order of results: SK-MEL-28	M14	HOP-92	SK-MEL-2	SK-MEL-5	A549/ATCC	EKVX	HOP-62
CN(CCc1ccccc1)c1nc(CCN)nc2ccccc12
  111	99	72	96	95	107	86	86
CC1([N+](=O)[O-])COCOC1
  108	108	95	134	116	100	/	112
NS(=O)(=O)c1ccc(CCN2C(=O)/C(=C\c3ccc(Br)cc3)C=C2c2ccc(Cl)cc2)cc1
  104	96	81	103	99	90	88	91
C#C[C@@]1(O)[C@@H](CO)O[C@@H](n2cnc3c(-c4ccccc4)ncnc32)[C@@H]1O
  111	98	105	107	104	94	98	110
Nc1cccc2c1-c1ccccc1C2=O
  111	100	88	87	101	83	102	93
COc1cc2c(cc1-c1c(C)noc1C)ncc1nc(-c3ccccn3)n([C@H](C)COC(F)F)c12
  67	50	27	76	/	39	59	41
COC1OC(COC(=O)c2ccccc2)C(OC(=O)c2ccccc2)C(OC(=O)c2ccccc2)C1OC(=O)c1ccccc1 (stereo unspecified)
  96	86	84	85	98	84	90	87
Cn1ncc2c(NC(C)(C)CC(C)(C)C)nc(NC(C)(C)CC(C)(C)C)nc21
  111	111	79	106	96	67	101	93
CC[C@H](Nc1nc(N)nc(C(F)(F)F)c1C#N)c1nc2cccc(NCc3ccc(C(=O)NO)cc3)c2c(=O)n1-c1ccccc1
  /	96	94	110	100	99	98	93
N#Cc1ccc(-c2ccc(COc3ccc(CC4SC(=O)NC4=O)cc3)cc2)cc1 (stereo unspecified)
  79	73	67	57	-18*	48	48	67
CCCCCCCCCCCCCCCc1ccc(Cl)c(O)c1Cl (tested in a mixture with another compound)
  109	92	105	88	88	72	106	97
O=c1[nH]cnc2c1ncn2-c1ccc(Cl)cc1
  115	106	97	106	106	108	80	92
Cc1ccc(/C=C/[C@H]2C[C@@H]2CCO)cc1
  106	104	81	99	98	94	93	92
N#Cc1c(-c2ccccc2)cc(-c2ccccc2)n(CCC(=O)Nc2ccccc2N)c1=O
  111	100	93	103	101	105	98	99
C=CCn1c(SCC(=O)Nc2ccc(C(=O)/C=C/c3cc(OC)c(OC)c(OC)c3)cc2)nnc1-c1cc(-c2ccccc2)nc2ccccc12
  103	101	72	100	83	91	104	94
Cc1ccc(/C=C/C(=O)c2ccc(NC(=O)CSc3nc4[nH]c(=O)n(C)c(=O)c4[nH]3)cc2)cc1
  108	102	82	105	99	97	97	97
N=c1sc(Cc2ccc(F)cc2)cn1CC(=O)c1ccc(F)cc1
  78	56	98	88	76	67	68	96
COc1ccc(Cn2cnc3cc(C(=O)Nc4cccc5ccccc45)ccc32)c(OC)c1
  61[30 µM]	/	21[30 µM]	44[30 µM]	/	16[30 µM]	38[30 µM]	42[30 µM]
COc1nc2c(c(=O)n1C)C(c1ccc(F)cc1)C=C(C(=O)O)N2 (stereo unspecified)
  106	101	107	122	96	107	/	112
C#Cc1nc(C2=C(C)C(O)CC2)cs1 (stereo unspecified)
  105	101	115	117	101	100	113	103
Cn1c(C(N)=O)cc2c1-c1nc(Nc3ccccc3)ncc1CCC2
  69	45	/	46	72	31	/	39
CCCCOC(=O)c1c(C)[nH]c(/C=C2\N=C(c3ccc[nH]3)C=C2OC)c1C
  -14*	-19*	-17*	-65*	-98*	-9.1*	-8.9*	2.1*
FC(F)(F)c1cc(-c2ccc(C3Nc4ccccc4-n4cccc43)o2)cc(C(F)(F)F)c1 (stereo unspecified)
  93	82	71	/	86	84	/	92
CC1CCCCN1S(=O)(=O)c1ccc(CN=C=S)cc1 (stereo unspecified)
  89	42	61	95	92	102	99	108
CC(NCCC(c1ccccc1)c1ccccc1)c1ccccc1 (stereo unspecified)
  75	72	43	79	86	81	44	98
CCNC(=O)Nc1nc2ccc(Oc3ccnc(C(=O)NC)c3)cc2s1
  80	41	71	/	67	62	86	76
Cc1nn2c(=O)[nH]cnc2c1Cl
  107	121	/	98	/	104	104	99
CC(=O)O[C@@H](C)[C@H]1O[C@H]2CC(=O)O[C@H]2[C@@H]1O
  104	98	114	104	110	100	98	105
COC(=O)C1=C(C(=O)ON)[C@@H]2C=C[C@@]1([C@@H](Cc1ccccc1)Nc1ccccc1)O2
  73	95	63	94	101	93	98	102
C=C1CC2(OC1=O)C(=O)Nc1ccccc12 (stereo unspecified)
  64	59	9.2*	93	81	100	74	108

Three entries out of the list, ordered by molecular weight, rising.
Order of results: SK-MEL-28	M14	HOP-92	SK-MEL-2	SK-MEL-5	A549/ATCC	EKVX	HOP-62
Cc1nn2c(=O)[nH]cnc2c1Cl
  107	121	/	98	/	104	104	99
CCCCOC(=O)c1c(C)[nH]c(/C=C2\N=C(c3ccc[nH]3)C=C2OC)c1C
  -14*	-19*	-17*	-65*	-98*	-9.1*	-8.9*	2.1*
CCNC(=O)Nc1nc2ccc(Oc3ccnc(C(=O)NC)c3)cc2s1
  80	41	71	/	67	62	86	76

The results go on:
Order of results: SK-MEL-28	M14	HOP-92	SK-MEL-2	SK-MEL-5	A549/ATCC	EKVX	HOP-62
O=C(N/N=C\c1ccc2c(c1)OCO2)N/N=C/c1ccc2c(c1)OCO2
  105	106	100	115	102	106	/	97
N#CC1=C(N)Oc2c(ccc3ccccc23)C1c1ccccc1 (stereo unspecified)
  49	3.1*	38	43	4.5*	11	42	13
CC(=O)Nc1ccn(C2OC(COC(C)=O)C(OC(C)=O)C2OC(C)=O)c(=O)n1 (stereo unspecified)
  125	98	91	140	93	118	98	100
Cc1cc(C)c(N)cc1C
  118&112	105&96	96&88	100&93	100&99	82&95	103&82	94&89
O=C1NC(=C(Cl)Cl)/C(=N\S(=O)(=O)NCc2ccccc2)N1
  103	94	107	103	97	94	118	102
Cc1cccc2c(=O)c3c(sc12)c(NCCCNCCO)nc1ccccc13
  33	35	29	91	59	39	54	42
C=CCSc1nnnn1-c1c(C)cccc1C
  107	105	99	/	102	97	/	106
COc1cc(C2CC(c3ccc(Nc4nc(NCCO)nc(Nc5ccc(Cl)cc5)n4)cc3)=Nc3c(N)nc(N)nc3N2)cc(OC)c1OC (stereo unspecified)
  96	81	43	76	53	103	109	43
C=CCOc1nc2c(c(=O)n(C)c(=O)n2C)n1C
  124	108	90	/	107	100	97	99
O=C1OC2(OC(=O)C3C=CC=CC3N2c2ccc(C(F)(F)F)cc2)c2ccccc21 (stereo unspecified)
  105	93	103	101	102	99	102	87
COc1ccc(/C=N/Nc2nc(-c3ccc(F)cc3)c(C#N)c(N3CCOCC3)n2)cc1O
  97	102	51	100	91	84	80	97
O=C1Nc2ccccc2C12NCCc1cccc(O)c12 (stereo unspecified)
  109	111	84	119	106	108	104	105
Clc1ccccc1-c1nc2ccccc2n2cccc12
  121	112	/	116	109	122	72	101
S=C(Nc1ccc(Cl)cc1)c1ccccn1
  107	103	77	92	94	89	88	78
CC12CCC3C(CCC4CC(=O)/C(=C\O)CC43C)C1CCC(=O)O2 (stereo unspecified)
  114	95	/	121	113	106	106	91
COc1cc(-c2cc3cnccc3c3nc(N)c4ccncc4c23)cc(OC)c1OC
  75	68	-0.9*	70	45	42	55	/
Nc1cc(N)cc(C(=O)c2ccccc2)c1
  108	99	101	90	97	109	/	98
CC(C)CCC[C@@H](C)[C@H]1CC[C@H]2[C@@H]3CC=C4c5sc(N)nc5CC[C@]4(C)[C@H]3CC[C@]12C
  96	94	92	101	98	92	92	95
CCCCCCc1cc(N=Nc2ccc(S(=O)(=O)Nc3nnc(C)s3)cc2)c(O)cc1O
  109	100	/	88	102	101	/	87
Cn1ccnc1C(=O)/C=C/c1ccc(CC(=O)Nc2ccc(S(F)(F)(F)(F)F)cc2)cc1
  38	-27*	5.1*	/	33	-34*	-27*	-73*
CN1CCN(Cc2ccc(NC(=O)c3cncc(C#Cc4cccnc4)c3)cc2C(F)(F)F)CC1
  60	45	56	51	70	81	76	85
Cc1ccc(C(=O)C(C)(C)C)c(C)c1
  112	120	123	113	99	101	/	102
CC(=O)Nc1ccc(NC(=O)Nc2cccc(-c3nc(-c4ccc(NC(=O)c5cccs5)cc4Cl)no3)c2)cc1C(F)(F)F
  -90*	-59*	-47*	-61*	-78*	-27*	-36*	-75*
O=C(O)COc1ccccc1[N+](=O)[O-]
  107	99	82	112	105	103	112	99
O=C1c2ccccc2NC(c2cc3ccccc3c3ccccc23)N1/N=C/c1cc2ccccc2c2ccccc12 (stereo unspecified)
  90	90	87	104	/	98	/	94
CCOC(=O)c1ccncc1
  110	102	108	106	96	104	104	99
COc1cc(C2NCc3c(nc4c(c(C)nn4-c4ccccc4)c3-c3ccc(Cl)cc3)N2)cc(OC)c1OC (stereo unspecified)
  103	78	70	100	98	73	84	70
CC(C)(C)c1ccc(C2=NOS(=O)[C@@]23Cc2ccccc2C3=O)cc1 (stereo partly specified)
  104	72	81	88	72	80	69	92
O=C(Nc1ccc(Oc2cccc(Cl)c2)c(Cl)c1)c1cccnn1
  99	93	84	102	84	75	87	101
CCOC(=O)/C(C#N)=C\c1ccco1
  123	101	/	98	107	102	101	92
CC(C)=Cc1ccccc1
  107	111	101	110	101	/	/	103
O=C1N(c2ccccc2)C(c2ccccc2)CC12OCCO2 (stereo unspecified)
  106	101	102	120	107	102	102	110
Cc1ccc(S(=O)(=O)Nc2c(Br)cc(Br)cc2C(=O)O)cc1
  127	103	/	105	/	113	/	107
CSc1nc(O)c(Nc2ccccc2)c(=O)[nH]1
  107	99	/	97	107	113	112	/
COc1cc(/C=C/C(=O)O)cc(OC)c1OC
  118	102	/	102	108	98	92	92
Nc1nnnn1-c1cccc([N+](=O)[O-])c1
  119	92	/	97	103	97	98	103
COc1cc2c(cc1OC)C(c1ccc3c(c1)Cc1ccccc1-3)OC(=O)C2 (stereo unspecified)
  107	113	93	111	67	98	109	75
CC(C)(C)c1cc(/C=N\NC(=O)/C=C/C=C/c2ccc3c(c2)OCO3)c(O)c(C(C)(C)C)c1
  86	73	88	89	/	88	75	67
COc1ccccc1/C=C/C(=O)c1ccccc1
  97	86	/	84	82	67	99	88
